5HT1a ag: agonists of human 5-HT1a serotonin receptor. P08908. CHO 5-HT1a Ga15 NFAT-bla reporter, FRET ratio; 0% basal, 100% maximal reference agonist. activation, % at 10 µM. 0.56% of 65,000 active. AID 567;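 active = activation above the screen-wide mean activation plus 3 SD, cut at about 19% in these data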;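 note: 0% = DMSO wells and 100% = 5-CT at EC100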
CatL block: blocks human cathepsin L protease activity | purified cathepsin L, fluorogenic substrate, fluorescence | inhibition, %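 (tested at 10 µM)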 | AID 460 | P07711 | 0.17% of 58,000 active; in the data active = inhibition above about 45%;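 note: 0% = enzyme with no compound and 100% = no enzyme blank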
Target sequence (P07711 114-288 limits assumed): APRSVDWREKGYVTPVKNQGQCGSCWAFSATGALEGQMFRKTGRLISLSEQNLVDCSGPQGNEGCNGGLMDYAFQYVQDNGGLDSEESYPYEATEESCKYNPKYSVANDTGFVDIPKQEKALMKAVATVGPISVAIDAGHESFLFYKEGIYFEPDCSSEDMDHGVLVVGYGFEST
Target sequence (P07711 292-333 limits assumed): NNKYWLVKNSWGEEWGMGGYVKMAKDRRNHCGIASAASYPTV
DUSP1 inh: inhibitors of human MKP-1 phosphatase | 0.15% of 65,000 active | AID 374 | inhibition, %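 (compounds tested at a single concentration somewhere between 10 and 100 µM)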 | P28562 | recombinant MKP-1, OMFP hydrolysis fluorescence;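 active = inhibition above about 50%, limit read from the data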;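 note: 0% = DMSO max control wells and 100% = wells with enzyme stopped by NaOH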
Hsp90 inh: displaces geldanamycin probe from tumor Hsp90; 0.35% of 64,000 active; inhibition, % at 30 µM; NCI-N417 lysate Hsp90, Cy3B-geldanamycin FP displacement; P07900; AID 429;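 active = inhibition above 50%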;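 note: 0% = tracer plus lysate wells and 100% = tracer alone without lysate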
FXIa mix inh: inhibitors of human coagulation factor XIa, pooled mixtures. P03951. purified FXIa, fluorogenic substrate. inhibition, % at 5 µM. 0.19% of 62,000 active. AID 680;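 note: each value is inhibition by a whole ten-compound pool holding the compound; 0% = enzyme with no mixture and 100% = wells lacking enzyme; strong numbers were not always called active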
Cdc25B inh: inhibitors of human Cdc25B phosphatase; recombinant Cdc25B, OMFP fluorescence Ex485/Em525; 0.1% of 65,000 active; AID 368; inhibition, %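 (compounds tested at 10 µM final in the well)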; P30305; in the data active = inhibition above about 50%
C1s inh: human complement C1s inhibition | P09871 | purified C1s, fluorogenic AMC substrate, pooled mixtures | mean inhibition % of two 10-compound mixtures (active compounds read high), % at 5 µM (by protocol) | 0.16% of 62,000 active;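 active = inhibition above 20% in each of the two 10-compound mixture wells holding the compound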;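 note: 0% = enzyme wells lacking compound mixture and 100% = no-enzyme blank wells; some compounds called inactive have numbers as strong as hits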
Cathepsin G inh: inhibitors of human cathepsin G; P08311; purified enzyme, AMC-tetrapeptide fluorescence, pooled mixtures; inhibition, % at 5 µM (by protocol); 0.2% of 62,000 active; AID 581;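 active = inhibition above 20% in each of the two mixture wells holding the compound; inactive = inhibition of 20% or less in either well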;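 note: 0% = enzyme control without mixture and 100% = blank lacking enzyme; strong numbers were not always called active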
Target sequence (P08311 21-244 limits assumed): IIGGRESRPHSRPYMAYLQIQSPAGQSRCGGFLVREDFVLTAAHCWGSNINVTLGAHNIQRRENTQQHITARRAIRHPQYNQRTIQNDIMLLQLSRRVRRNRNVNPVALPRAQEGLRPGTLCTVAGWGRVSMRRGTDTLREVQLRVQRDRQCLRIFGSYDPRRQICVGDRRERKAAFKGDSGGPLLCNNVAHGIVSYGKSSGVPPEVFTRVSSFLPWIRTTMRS
FXIIa mix inh: blocks human factor XIIa in pooled compound mixtures. purified FXIIa, fluorogenic substrate. inhibition, % at 5 µM. 0.2% of 62,000 active. AID 684;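 note: 0% = enzyme without compound and 100% = no enzyme blank; some results filed as inactive read as strong as hits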
Target sequence (P00748 20-372 limits assumed): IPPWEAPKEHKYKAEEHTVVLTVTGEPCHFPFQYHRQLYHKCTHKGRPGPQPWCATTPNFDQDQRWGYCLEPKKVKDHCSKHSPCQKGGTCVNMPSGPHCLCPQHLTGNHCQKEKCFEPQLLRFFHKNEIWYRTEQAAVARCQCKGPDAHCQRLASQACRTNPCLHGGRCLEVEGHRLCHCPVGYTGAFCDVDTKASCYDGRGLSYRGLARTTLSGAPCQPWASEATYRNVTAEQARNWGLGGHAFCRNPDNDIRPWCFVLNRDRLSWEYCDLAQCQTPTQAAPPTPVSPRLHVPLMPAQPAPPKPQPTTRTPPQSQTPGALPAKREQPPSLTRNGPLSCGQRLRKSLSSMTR
Target sequence (P00748 373-615 limits assumed): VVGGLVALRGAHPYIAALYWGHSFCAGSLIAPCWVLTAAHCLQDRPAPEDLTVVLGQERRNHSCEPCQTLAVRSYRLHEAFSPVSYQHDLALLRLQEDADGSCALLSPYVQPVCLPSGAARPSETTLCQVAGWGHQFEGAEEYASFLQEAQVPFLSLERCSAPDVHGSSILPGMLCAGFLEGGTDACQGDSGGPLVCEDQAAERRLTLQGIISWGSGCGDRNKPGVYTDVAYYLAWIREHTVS
Starred values were filed as active, the others as inactive; · = no result given. Cut-off read from the data, not from the text of the source, unless noted: active = inhibition above about 20% (passing the limit was not always enough); inactive = the rest.

SMILES	5HT1a ag	CatL block	DUSP1 inh	Hsp90 inh	FXIa mix inh	Cdc25B inh	C1s inh	Cathepsin G inh	FXIIa mix inh
CN1CCN(CC(=O)Nc2c(C(=O)C3CC3)oc3ccccc23)CC1	-2.0	-6	-13	-2	0	-16	-2	-1	-2
COC(=O)c1ccc(CSc2nc3scc(-c4cccs4)c3c(=O)[nH]2)o1	2.6	-8	34	-4	7	16	11	10	14
Cc1nc(SCc2c(F)cccc2Cl)c2c(=O)n(C)c(=O)n(C)c2n1	0.8	-3	4	1	7	-14	12	11	5
COc1ccc(S(=O)(=O)N(CC(=O)O)c2ccc(C)cc2)cc1	-1.9	0	7	0	0	-4	-29	-7	9
CCc1nnc(NC(=O)CCC(=O)N2CCN(Cc3cc(Cl)ccc3OC)CC2)s1	-0.9	23	-1	-1	2	-4	11	10	-27
Cc1occc1C(=O)N1CCN(C(=O)C2CCCO2)CC1 (configuration not stated)	0.4	-4	-3	·	2	-7	-2	-2	8
Cc1cccc(NC(=O)Cn2c(=O)n(C)c3ccccc32)c1	-2.8	6	5	-1	6	-4	4	12	7
CC(C)NC(=O)CSc1nncn1-c1ccccc1	2.2	19	18	3	-2	-3	2	-3	-21
CN(C)CCCN1C(=O)c2oc3ccc(F)cc3c(=O)c2C1c1cccnc1 (configuration not stated)	0.3	5	13	3	5	-3	11	10	-2
CC1=CC(C)(C)Nc2ccccc21	-0.9	7	-1	1	11	-3	-6	0	8
CCOc1cc(C2C(C#N)=C(N)OC3CCCC(=O)C32)ccc1OCCN1CCOCC1 (configuration not stated)	-3.0	10	8	3	-2	6	-41	-12	4
COc1cc(CN2CCC(C(=O)N3CCN(c4ccccc4F)CC3)CC2)cc(OC)c1O	-0.1	-4	9	1	7	-23	-9	-11	2
O=S(=O)(NCCSc1nnc(-c2ccco2)n1-c1ccccc1)c1ccccc1	0.7	·	6	-6	2	-5	0	-1	8
CCN1CCCC1CNC(=O)C1c2cc(OC)c(OC)cc2C(=O)N(C)C1c1cccnc1 (configuration not stated)	-1.7	-2	16	·	19	-8	13	16	-15
O=C(Nc1ccc2nc(-c3ccco3)c(-c3ccco3)nc2c1)N1CCCCCC1	-3.5	28	51*	9	1	51*	13	10	3
O=c1[nH]c2ccc(Cl)cc2c(-c2ccccc2)c1N1CCN(c2ccccn2)CC1	-0.7	-3	39	1	2	-6	1	-2	-2
NC1=NC(=O)CC(C(=O)NCc2ccccc2)S1 (configuration not stated)	-1.2	-5	1	-3	18	-3	10	14	4
CCCN=Cc1sc2ccc(OCC)cc2c1O	-3.2	-12	6	-6	1	1	-8	-7	6
Cc1c(C(=O)OCC2CCCO2)[nH]c2c1C(=O)CC(c1ccco1)C2 (configuration not stated)	-5.2	0	5	2	4	5	-42	8	3
COc1ccc2c(c1)c(C(O)CN1CCC3(CC1)OCCO3)c(C)n2C (configuration not stated)	-2.1	9	15	-5	2	-4	-36	0	6
c1coc(CN(Cc2cccs2)Cc2nnnn2C2CCCCC2)c1	-2.7	-8	11	-2	5	-9	-2	1	3
Clc1ccc(-n2nnnc2-c2ccccc2)cc1Cl	-2.7	-6	9	-4	12	5	-36	-1	3
O=C(Nc1ccc2c(c1)OCO2)c1cccc(Cl)c1	-2.1	-6	-5	3	5	-3	-2	4	6
CCOC(=O)c1c(C)[nH]c(C(=O)CSc2nnnn2-c2ccccc2)c1C	-1.9	13	15	·	1	-13	9	9	-16
COC(=O)C1=C(N)OC2=C(C(=O)CC(C)(C)C2)C1c1cccnc1 (configuration not stated)	0.3	16	8	·	6	-8	13	9	2
COc1ccc(-c2nc(CN3CCC(C(=O)N4CCc5ccccc54)CC3)c(C)o2)cc1OC	-1.1	·	-5	-4	1	-6	12	11	6
Cc1ccc(NS(=O)(=O)c2cccc(C(=O)n3ncc(C#N)c3N)c2)c(C)c1	-1.1	24	33	-2	-9	-5	-54	3	4
CCn1c(COc2ccccc2C)nnc1SCC(=O)O	0.2	7	-8	-5	4	5	-2	0	-1
CC(=O)Nc1ccc(OCC(O)CN2CCN(c3cccc(Cl)c3)CC2)cc1 (configuration not stated)	10	41	-13	-11	9	7	-2	-38	3
c1ccc(Cc2nnc3sc(-c4cccnc4)nn23)cc1	-1.6	5	-4	-8	4	-9	-1	7	7
Nc1nc(SCc2nc3scc(-c4cccs4)c3c(=O)[nH]2)n[nH]1	-0.1	0	0	-5	0	6	3	0	3
CCOc1ncccc1C(=O)OCC(=O)N1CCN(S(=O)(=O)c2ccc(Cl)cc2)CC1	-2.0	26	1	-3	2	3	21	12	9
COc1ccc2c(c1)N(C)C(=O)CC(c1ccccc1)=N2	0.3	17	21	-4	-1	2	-3	9	0
CC12CN3CC(C)(CN(C1)C3c1ccc3c(c1)OCO3)C2=O (configuration not stated)	-0.6	4	-5	-5	12	-2	13	53	7
CC(NC(=O)C1CCN(S(=O)(=O)N2CCCCCC2)CC1)c1ccccc1 (configuration not stated)	-1.8	8	12	-3	11	-9	14	8	9
Cn1c(=O)c2c(nc(NCCCO)n2Cc2cccc(Br)c2)n(C)c1=O	-1.3	3	12	-3	5	-9	3	2	4
CC1(C)Cc2c(sc3nc(SCC(=O)O)[nH]c(=O)c23)CO1	-4.2	4	-10	-1	7	-7	0	1	4
Cc1ccc(S(=O)(=O)NCc2nc3ccccc3c(=O)n2N)cc1	-2.5	-5	-15	-2	9	-10	3	1	2
CS(=O)(=O)N1CCN(C(=O)CCC2CCCC2)CC1	-2.7	-2	9	1	-1	-2	1	7	1
Cc1cc2oc(C(=O)NCc3ccc4c(c3)OCO4)c(C)c2cc1C	-1.6	·	3	-3	·	-4	·	·	·
CCOC(=O)c1cc(C)n(CCc2ccccc2)c1C	-0.4	8	23	-2	1	-10	1	3	14
O=c1[nH]c(NCCCO)nc2c1C1(CCCC1)Cc1ccccc1-2	-2.1	-50	17	-5	-5	-1	-26	-4	0
O=C(C1CCCCC1)N1CCN(S(=O)(=O)c2ccc(Cl)cc2)CC1	-3.0	10	-7	-3	4	-11	7	7	2
O=C(Nc1cccnc1)c1ccc(Cl)c(S(=O)(=O)N2CCCCCC2)c1	0.4	-3	9	-1	5	-7	-2	-8	8
CC1(C)Cc2c(c(N3CCOCC3)nc3snc(N)c23)CO1	359*	14	-4	2	·	-21	·	·	·
CC(=O)c1c(COC(=O)c2ccncc2)nc2ccccc2[n+]1[O-]	-0.2	-6	9	-6	12	17	16	13	13
COc1ccc(S(=O)(=O)N2CCCN(S(=O)(=O)c3ccc(OC)cc3C)CC2)c(C)c1	-1.6	·	3	-2	2	-6	-9	1	10
O=S(=O)(c1ccc(S(=O)(=O)N(Cc2ccco2)Cc2ccccc2Cl)cc1)N1CCCC1	-0.1	8	2	-1	1	-3	9	9	4
Cc1cc(=O)[nH]c2c1c(C)nn2C1CCCC1	-1.8	-4	-1	-4	1	-2	-6	-1	3
CN1CCc2nc(NC(=O)c3cccc(S(=O)(=O)N4CCc5ccccc54)c3)sc2C1	-0.8	2	36	-10	0	-1	-15	0	-4
Other records:
SMILES	5HT1a ag	CatL block	DUSP1 inh	Hsp90 inh	FXIa mix inh	Cdc25B inh	C1s inh	Cathepsin G inh	FXIIa mix inh
Cn1cnnc1SCc1ccc(F)c2ccccc12	-3.5	-7	10	-3	1	-5	3	-6	8
O=C(CS(=O)(=O)Cc1ccccc1)Nc1nnc(C2CCCCC2)s1	-0.7	12	-15	-4	7	2	11	11	-5
CC(C)CCOP(=O)(c1ccc(N(C)C)cc1)C(O)c1ccccn1 (configuration not stated)	-2.5	22	-12	-1	-1	9	-1	7	5
COC(=O)[C@@H](NC(=O)Nc1ccc(OC(F)(F)F)cc1)C(C)C	-0.3	·	-18	0	8	-1	-10	-3	6
O=C(Nc1cccc(F)c1)c1ccc(S(=O)(=O)NCC2CCCO2)cc1 (configuration not stated)	-1.2	6	4	0	2	-4	17	15	6
COc1ccc(CC(=O)NCc2nnc(SCC(=O)Nc3nccs3)n2-c2ccccc2)cc1	1.8	1	9	-1	6	2	2	8	5
COc1ccccc1N1CC(O)=C(c2nc3ccccc3c(=O)[nH]2)C1=N	0.5	-6	10	-4	3	4	5	3	3
CCOC(=O)c1[nH]c2ccc(OC)cc2c1NC(=O)C(C)N1CCSCC1 (configuration not stated)	0.7	·	24	-9	-11	0	-6	2	4
O=C1CCCC2=C1C(c1ccco1)Nc1ccc(C(=O)c3ccccc3)cc1N2 (configuration not stated)	-4.4	9	36	-3	3	1	-129	-14	4
Cc1ccc2c(c1)C(CCN)C(=O)N2Cc1ccccc1 (configuration not stated)	1.9	26	-19	-3	2	-20	7	9	2
O=C(O)c1cccc(COc2ccc(CO)cc2Cl)c1	-1.4	-5	-1	-4	-2	-6	6	1	1
Cc1ccccc1C(NC(N)=O)c1ccccc1 (configuration not stated)	6.3	-8	3	2	0	-1	5	9	6
COc1ccc(CNc2oc(COc3ccccc3Cl)nc2C#N)cc1	3.5	8	-5	0	0	-2	-14	9	1
N#CC(c1nc2ccccc2nc1N1CCCC1)S(=O)(=O)c1cccs1 (configuration not stated)	-2.5	-1	-30	-4	-6	0	-62	-11	13
Cc1cc(=O)oc2c(CN3CCC(C)CC3)c(O)c(Cl)cc12	8.7	-85	-16	28	·	0	·	·	·
CCOC(=O)CSc1nc(N)c(C#N)c(CC(C)C)c1C#N	-4.3	6	14	-3	7	-7	14	7	6
CCN(CCCNS(=O)(=O)c1ccc2c(c1)oc(=O)n2C)c1cccc(C)c1	-3.1	6	-7	-4	7	-1	19	13	-16
CCOc1ccc(C2c3c(oc4ccccc4c3=O)C(=O)N2c2ccccn2)cc1OC (configuration not stated)	0.0	·	1	-2	7	-5	-2	7	-19
COC(=O)Cc1c(C)c2c(OCc3nn[nH]n3)cc(C)cc2oc1=O	-3.0	-20	-21	-4	-4	2	-51	4	24*
O=C1NC(c2ccccc2Cl)Nc2ccccc21 (configuration not stated)	-2.2	-112	-5	-1	-1	-7	-28	-12	1

An excerpt from above in order of length of the SMILES, low to high:
SMILES	5HT1a ag	CatL block	DUSP1 inh	Hsp90 inh	FXIa mix inh	Cdc25B inh	C1s inh	Cathepsin G inh	FXIIa mix inh
O=C1NC(c2ccccc2Cl)Nc2ccccc21 (configuration not stated)	-2.2	-112	-5	-1	-1	-7	-28	-12	1
N#CC(c1nc2ccccc2nc1N1CCCC1)S(=O)(=O)c1cccs1 (configuration not stated)	-2.5	-1	-30	-4	-6	0	-62	-11	13
CCOc1ccc(C2c3c(oc4ccccc4c3=O)C(=O)N2c2ccccn2)cc1OC (configuration not stated)	0.0	·	1	-2	7	-5	-2	7	-19

Additional structures.
SMILES	5HT1a ag	CatL block	DUSP1 inh	Hsp90 inh	FXIa mix inh	Cdc25B inh	C1s inh	Cathepsin G inh	FXIIa mix inh
O=S(=O)(c1ccc2c(c1)OCCCO2)N1CCNCC1	-3.0	·	-4	-2	-10	-20	-88	-3	36
CCOC(=O)CSc1nnc(C)n1N	-1.2	·	-10	-3	·	5	·	·	·
CCCn1c(SCC(=O)N2CCCc3ccccc32)nnc1-c1ccccn1	-2.9	1	9	1	2	-21	-6	1	-6
CCOc1ccccc1C1C(C(N)=O)=C(C)Nc2nc(-c3cccc(C)c3)nn21 (configuration not stated)	-0.1	14	0	-4	-5	-18	-13	6	7
Cc1ccc(NC(=O)CSc2nnc(-c3ccccc3C)o2)cc1C	4.7	-4	9	0	4	27	-13	-10	13
CC(NS(C)(=O)=O)C(c1cccs1)N1CCN(c2ccccc2)CC1 (configuration not stated)	-2.8	·	7	0	·	-3	·	·	·
Cc1ccc(Nc2nc3nonc3[nH]c2=O)cc1	1.6	42	-13	0	-3	-28	-1	12	7
CC1=NCCN1S(=O)(=O)c1ccc(Br)c(C)c1	-5.2	6	0	0	-4	-12	1	1	12
CCC(=O)Nc1nc2c(OC)ccc(OC)c2s1	4.9	-6	8	-4	-2	-10	3	-1	11
O=C(CSc1nnc(CNc2ccccc2)o1)c1ccc2c(c1)OCCO2	-1.7	5	-4	-3	2	-7	9	9	2
CCOC(=O)c1cc(-c2ccc(N)cc2)sc1N	-4.2	12	-5	37	-1	-3	4	10	6
